# TR SRC2 fluor cs = alters Texas Red total fluorescence, flagging assay interference; TRb/SRC2 Texas Red total fluorescence interference; Potency, µM (highest dose often 106 µM), without a hit: at the highest dose fluorescence change, negative = quenching; 280,000 tested, 0.29% active; active = well fitted curve in either direction with a large enough effect; inconclusive = small, poorly fitted or top-dose-only effect
#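 Human TRβ ligand-binding domain (0.6 uM) and Texas Red SRC2 peptide (20 nM) in Tris buffer with 1 uM T3 and 5% DMSO were incubated with pinned compound for 5 hr at ambient temperature. Total fluorescence was computed as S + 2P (555/632 nm).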
# Tau fibril ThT = blocks human tau fibril formation measured by thioflavin T. recombinant tau K18 P301L, heparin-induced fibrillization, ThT fluorescence. Potency, µM (highest dose often 57.4 µM), for the others: at the top dose activity, negative = inhibition, usual class: inhibitors. 270,000 tested, 2.1% active; note: nearly all actives have a fitted effect of over 55% in size
# Target sequence (P10636 561-689 P618L limits assumed): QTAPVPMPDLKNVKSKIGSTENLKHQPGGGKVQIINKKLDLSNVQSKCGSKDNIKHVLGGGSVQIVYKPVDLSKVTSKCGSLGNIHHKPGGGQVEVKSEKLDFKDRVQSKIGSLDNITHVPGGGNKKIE
#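 Heparin-induced fibrillization of the P301L-mutant K18 repeat-domain fragment of human tau was followed by ThT binding in quantitative high-throughput format.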
# ALDH1A1 inh = blocks purified human ALDH1A1 activity; Potency, µM (highest dose often 75.3 µM), for inactives: at the highest dose activity, negative = inhibition, most hits filed as inhibitors; 220,000 tested, 7.3% active; Purified ALDH1A1, NADH fluorescence, propionaldehyde substrate; active = well fitted inhibition curve with a large enough effect, not every such curve was filed as active; inconclusive = small, poorly fitted or top-dose-only effect, or another doubt; inactive = no such curve, though single readings can be large or run the other way;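 note: plate controls were no enzyme wells and a reference inhibitor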
# Target sequence (P00352 whole entry, looked up): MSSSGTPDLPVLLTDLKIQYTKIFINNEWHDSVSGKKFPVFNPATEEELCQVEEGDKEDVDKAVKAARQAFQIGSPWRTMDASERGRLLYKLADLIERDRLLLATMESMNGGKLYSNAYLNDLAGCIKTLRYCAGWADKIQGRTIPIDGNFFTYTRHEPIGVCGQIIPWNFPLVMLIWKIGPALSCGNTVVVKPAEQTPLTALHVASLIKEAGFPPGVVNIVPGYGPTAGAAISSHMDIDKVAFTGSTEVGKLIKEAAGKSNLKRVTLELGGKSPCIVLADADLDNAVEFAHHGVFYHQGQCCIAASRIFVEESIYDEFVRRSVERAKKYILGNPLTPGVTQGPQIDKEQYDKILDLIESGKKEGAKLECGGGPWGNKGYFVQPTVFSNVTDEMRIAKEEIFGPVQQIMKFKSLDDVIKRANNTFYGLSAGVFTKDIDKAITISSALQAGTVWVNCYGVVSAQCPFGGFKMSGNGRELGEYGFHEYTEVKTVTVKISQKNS
# L3MBTL1 inh = L3MBTL1 (human) inhibition; Q9Y468; AlphaScreen L3MBTL1–H3K9me1 peptide binding; Potency, µM (series often up to 57.1 µM), for the others: at the top dose activity, negative = inhibition, most hits filed as inhibitors; 230,000 tested, 0.66% active; AID 485360; note: nearly all actives have a fitted effect of over 60% in size
#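 L3MBTL1 50 nM + b-AHA-H3(1-15)K9me1 75 nM, 30 min RT; compound added, 30 min RT; streptavidin donor/Ni-chelate acceptor beads 10 ug/mL each final, 30 min RT dark; AlphaScreen read.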
# TRb-SRC2 inh = disrupts binding of human TR beta to SRC2; P10828; 280,000 tested, 0.065% active; Potency, µM (highest dose often 106 µM), for the others: at the top dose activity change, negative = inhibition, actives largely listed as inhibitors; TRbeta-SRC2 peptide binding, fluorescence polarization; receptor liganded with 1 µM T3;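 note: plate controls were bound peptide for no effect and peptide without receptor for full effect; nearly all actives have a fitted effect of over 50% in size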
# Target sequence (P10828 whole entry, looked up): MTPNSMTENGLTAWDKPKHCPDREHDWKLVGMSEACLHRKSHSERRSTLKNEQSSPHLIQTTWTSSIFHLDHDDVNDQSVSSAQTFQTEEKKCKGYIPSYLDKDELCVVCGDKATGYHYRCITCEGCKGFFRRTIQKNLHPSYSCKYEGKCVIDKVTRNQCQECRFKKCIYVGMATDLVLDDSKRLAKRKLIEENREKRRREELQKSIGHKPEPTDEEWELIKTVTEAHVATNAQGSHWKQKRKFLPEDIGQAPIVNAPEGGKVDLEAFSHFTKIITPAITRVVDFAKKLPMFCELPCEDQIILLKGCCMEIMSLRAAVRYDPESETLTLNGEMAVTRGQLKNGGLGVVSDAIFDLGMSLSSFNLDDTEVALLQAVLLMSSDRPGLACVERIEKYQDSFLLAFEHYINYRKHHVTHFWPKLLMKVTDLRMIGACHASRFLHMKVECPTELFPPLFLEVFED
#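 Compounds were added to 0.6 uM TRb ligand-binding domain and 20 nM Texas Red-labeled SRC2 peptide in Tris buffer containing 1 uM T3, incubated 5 hr at ambient temperature, then read by fluorescence polarization.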
# aGal spleen mod = inhibits or activates alpha-galactosidase in human spleen homogenate; human spleen homogenate, 4MU-alpha-Gal fluorescence, 40 min; P06280; Potency, µM (top dose mostly 80 µM), for the others: at the top dose activity change, negative = inhibition, usual class: inhibitors; 240,000 tested, 0.008% active; AID 2107;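 note: 0% = enzyme with vehicle and -100% = no enzyme basal signal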
#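 Inhibition or activation of alpha-galactosidase in human spleen homogenate is scored by 4-MU fluorescence after 40 min at 37C, pH 5.0, with 1 mM substrate. AC50s come from concentration-response fitted to the Hill equation.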
# Tau FP inhib = inhibitors of human tau fibril formation; K18 P301L tau heparin fibrillization, Alexa594 FP, 6 h; Potency, µM (series often up to 57.7 µM), without a hit: at the top dose activity, negative = inhibition, actives largely listed as inhibitors; 280,000 tested, 0.39% active; note: nearly all actives have a fitted effect of over 55% in size
#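 Human K18 P301L fragment (15 uM unlabeled plus 0.24 uM Alexa 594-labeled) in 100 mM sodium acetate pH 7 with compound, aggregation induced by 20 uM heparin for 6 hr at 37 C. ThT (30 uM) added for 1 hr, then Alexa 594 FP read.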
# Tau fluor counter = counter-screen for tau fibril formation inhibitors; tau K18 P301L Alexa594 fluorescence, heparin fibrillization; Potency, µM (highest dose often 57.7 µM), inactives show top-dose activity change, negative = decrease; 280,000 tested, 0.93% active; note: nearly all actives have a fitted effect of over 55% in size
#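 Human tau K18 P301L (15 uM unlabeled, 0.24 uM Alexa 594-labeled) in 100 mM sodium acetate pH 7 with 20 uM heparin, 6 hr at 37 C. ThT 30 uM added, 1 hr ambient; Alexa 594 FP and total fluorescence read at 555/632 nm.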
# * = called active by the depositor; ? = inconclusive; nt = no result given; [ ] = another dose, or the depositor's remark. Unless noted, calls come from the whole dose curve; as a rule, active = well fitted curve in the direction sought with a large enough effect; inconclusive = small, poorly fitted or top-dose-only effect, or another doubt; inactive = no such curve, though single readings can be large; an effect the other way counts as inactive or inconclusive. Unless noted, % is set by controls: 0 for no effect and ±100 for the full control effect; potency is the fitted concentration of half-maximal effect.
SMILES,TR SRC2 fluor cs,Tau fibril ThT,ALDH1A1 inh,L3MBTL1 inh,TRb-SRC2 inh,aGal spleen mod,Tau FP inhib,Tau fluor counter
COc1cccc(CNC(=O)c2ccc3c(c2)sc2nc(-c4ccccc4)cn23)c1OC,-5%,-1%,nt,nt,-8%,nt,-1%,-1%
CCOC(=O)c1sc(NC(=O)CSc2nc(C)cc(C(F)(F)F)n2)c(C#N)c1C,-2%,?,2.2µM*,nt,-5%,10%,-12%,-12%
Cc1nc(-c2cccnc2)sc1C(=O)Nc1ccc(Cl)cc1,-5%,-16%,0%,-7%,0%,-7%,-1%,-21%
CCOC(=O)C1CCCN(CC(=O)/C=C2/N(C)c3ccccc3C2(C)C)C1 (stereo not given),-2%,-12%,-13%,-5%,1%,0%,2%,5%
CC(C)c1ccc(C(N)=S)cc1,0%,-5%,-14%,-2%,-7%,1%,-3%,-5%
O=C(/C=C/c1ccccc1)Nn1c(-c2cccs2)nc2ccccc2c1=O,-1%,-8%,-10%,-1%,2%,8%,-6%,?
COc1ccccc1-c1cc(C(=O)Nc2ccccc2C(F)(F)F)no1,6%,2%,nt,nt,0%,nt,-15%,-10%
CCCN1CCN(C(=S)Nc2ccc3nc(N4CCN(CC)CC4)cc(C)c3c2)CC1,-2%,?,-4%,nt,5%,4%,-5%,-19%
O=C(c1ccccc1)c1cnc(-c2ccc(Cl)cc2)s1,-8%,-12%,-5%,-2%,0%,-7%,6%,6%
Nc1cc(=O)[nH]c(SCC(=O)Nc2ccc3c(c2)CCC3)n1,0%,-3%,3%,-17%,13%,9%,4%,-7%
CCN(C(=O)c1cc2ccccc2o1)C12CC3CC(CC(C3)C1)C2,-2%,?,0%,nt,-6%,8%,-2%,-9%
COc1ccc2nc(NC(=O)CCc3cc(OC)c(OC)c(OC)c3)sc2c1,0%,?,-6%,nt,1%,-2%,7%,-15%
COc1ccc(-c2n[nH]c(=S)n2Cc2ccco2)cc1,-2%,-12%,?,nt,-15%,5%,2%,-12%
O=[N+]([O-])c1ccc2c(c1Nc1ccccc1)=NC1(CCCCC1)N=2,-1%[53 µM],?,-14%,-10%,-28%[53 µM],10%,-5%,-21%
O=C(Cn1c(=O)c(=O)n(Cc2ccccc2)c2ccc(Cl)cc21)Nc1cc(F)ccc1F,-1%,-9%,?,0%,-8%,10%,7%,-4%
COC(=O)c1c(-c2ccc(Cl)cc2)noc1N1CCN(c2ccc(C)cc2C)CC1,-2%,-8%,nt,nt,-7%,nt,2%,-5%
CCOC(=O)C(C)(C)N(Cc1cccc(C)c1)S(=O)(=O)c1ccc(Cl)c([N+](=O)[O-])c1,-56%,?,2%,-15%,-3%,-2%,5%,?
O=C(/C=C\Nc1ccc(S(=O)(=O)Nc2ncccn2)cc1)c1ccccc1,1%,nt,nt,nt,-5%,-2%,-4%,-2%
CCN1CCN(CCCNC(=O)C2CCCN(c3nnc(-n4cccc4)s3)C2)CC1 (stereo not given),-2%,-9%,4%,-3%,-16%,-4%,-4%,-5%
CCCOc1ccc(C(=O)NCC(c2cccs2)N(C)C)cc1OC (stereo not given),4%,2%,-8%,-4%,4%,-1%,7%,3%
CCCCOC(=O)c1nc(Cl)c(Cl)c(N)c1Cl,-12%,-3%,-8%,11%,2%,-6%,4%,-11%
COc1ccc(C(C)=O)cc1CN(C)C,0%,-5%,8.9µM*,nt,-4%,-4%,10%,5%
O=C(CN1C(=O)c2ccccc2C1=O)Nc1nccs1,-3%,nt,nt,nt,4%,2%,2%,-3%
CCC1S/C(=N/N=C/c2ccco2)N(Cc2ccccc2C)C1=O (stereo not given),-1%,nt,nt,nt,-5%,-3%,-4%,-17%
CCOc1ccc(NC(=O)CSc2nnc(C34CC5CC(CC(C5)C3)C4)n2C)cc1,-2%,-13%,?,nt,-8%,-16%,2%,-10%
# More entries follow.
SMILES,TR SRC2 fluor cs,Tau fibril ThT,ALDH1A1 inh,L3MBTL1 inh,TRb-SRC2 inh,aGal spleen mod,Tau FP inhib,Tau fluor counter
O=C(Nc1cccc(S(=O)(=O)N2CCCCC2)c1)c1ccc2ncsc2c1,-1%,nt,nt,nt,-7%,12%,?,20µM*[quencher]
Nc1c(C(=O)NCc2ccco2)nnn1Cc1ccccc1,0%,-4%,-3%,nt,-4%,-2%,1%,-4%
O=C(c1ccc2c(c1)N(Cc1ccc(F)cc1)C(=O)c1ccccc1S2(=O)=O)N1CCCCC1,-3%,-4%,nt,nt,-2%,nt,1%,-15%
Cc1ccc(C)c(NC(=O)C2CC3c4ccccc4C2c2ccccc23)c1 (stereo not given),1%,5%,19%,2%,-2%,-5%,4%,10%
COc1ccccc1NC(=O)CSc1nnc(-c2ccc(C)cc2)o1,-4%,-1%,3%,-1%,0%,-14%,11%,7%
COc1ccc(N2C(=O)CCSC23C(=O)N(Cc2ccc(F)cc2)c2ccccc23)cc1 (stereo not given),-7%,?,nt,nt,6%,nt,-17%,-15%
COc1cccc(OCCNc2cc(N3CCOCC3)ccc2[N+](=O)[O-])c1,-1%,11µM*,-5%,-14%,4%,-9%,4%,?
CC(C)CCNC(=O)C(C)N(C(=O)c1snc(C(N)=O)c1N)c1cnc2ccccc2c1 (stereo not given),0%,1%,?,nt,-8%,-8%,7%,-8%
Cc1ccc(NC(=O)Cn2c(/C=C/c3ccccc3)nc3ccccc32)cc1C,-2%,-10%,?,1%,-5%,-9%,-18%,-24%
O=C(O)CC(NS(=O)(=O)c1cccc2nsnc12)c1ccc(F)cc1 (stereo not given),-4%,-18%,20%,5%,6%,12%,5%,-10%
COc1ccc(CCN2C(=O)NC(NS(=O)(=O)c3ccc(N)cc3)(C(F)(F)F)C2=O)cc1OC (stereo not given),-1%,-9%,10%,8%,-7%,5%,11%,4%
Cc1cc(C)nc(N/N=C/C2=C(N3CCOCC3)C(=C/c3ccccc3)/CC2)n1,1%,6%,1%,-16%,6%,1%,2%,8%
Cc1cc(C)n(-c2cccc(Cl)c2)c(=O)c1C#N,-3%,-11%,1%,4%,-1%,-9%,-7%,-4%
CC(=O)c1ccc(OCC(O)CN2C(C)(C)CC(O)CC2(C)C)cc1 (stereo not given),1%,-5%,9%,nt,-7%,-7%,-6%,-3%
CCc1cc2c(cc3c(=O)n(CC(=O)N4CCN(c5cccc(C)c5C)CC4)nc(CC)n32)s1,-24%,-17%,nt,nt,4%,nt,-13%,-15%
COc1c(C)cc(C(=O)C2CCCN(Cc3c(C)n(C)n(-c4ccccc4)c3=O)C2)cc1C (stereo not given),-2%,5%,1%,10%,-7%,7%,5%,15%
CN(C)c1ccc(CNS(=O)(=O)c2csc(C(N)=O)c2)cc1,0%,-4%,nt,nt,-4%,nt,-7%,-10%
N#Cc1ccc(NC(=O)COC(=O)CCNS(=O)(=O)c2ccccc2)cc1,-2%,9%,-2%,15%,4%,-8%,9%,2%
CCOC(=O)c1ccccc1NC(=O)CCNC(=O)Cn1cnc2ccccc2c1=O,0%,0%,2%,3%,-10%,28%,-10%,-6%
Cc1ccc(S(=O)(=O)n2nnc3ccccc32)c(C)c1C,-1%,-4%,?,-5%,-2%,-2%,-1%,-1%
O=C(C1CCCN(S(=O)(=O)c2ccc(Br)s2)C1)N1CCN(c2cccc(Cl)c2)CC1 (stereo not given),2%,-3%,nt,nt,0%,nt,-9%,-17%
COc1ccc(CN(Cc2ccc(C(=O)O)cc2)C(=S)Nc2ccccc2F)cc1OC,0%,-2%,13µM*,nt,-1%,-11%,-1%,0%
CC(=O)SC1CC(=O)N(c2c(C)cccc2C)C1=O (stereo not given),-1%,nt,nt,nt,-1%,5%,-2%,-12%
CC(C)(C)OC(=O)N1CCC(c2c(C(=O)NCCc3ccsc3)cnn2-c2ccccc2Cl)CC1,-15%,-15%,nt,nt,-2%,nt,6%,-13%
COc1ccc(S(=O)(=O)N(CC(=O)Nc2ccc(S(=O)(=O)N3CCOCC3)cc2)Cc2ccc(F)cc2)cc1,0%,-4%,?,6%,3%,-6%,-10%,?

# One compound at a time, from the list above. Values in the order: TR SRC2 fluor cs, Tau fibril ThT, ALDH1A1 inh, L3MBTL1 inh, TRb-SRC2 inh, aGal spleen mod, Tau FP inhib, Tau fluor counter
# COc1c(C)cc(C(=O)C2CCCN(Cc3c(C)n(C)n(-c4ccccc4)c3=O)C2)cc1C (stereo not given) across the screens: -2%, 5%, 1%, 10%, -7%, 7%, 5%, 15%
# O=C(Nc1cccc(S(=O)(=O)N2CCCCC2)c1)c1ccc2ncsc2c1 across the screens: -1%, nt, nt, nt, -7%, 12%, ?, 20µM*[quencher]
# CCOC(=O)c1sc(NC(=O)CSc2nc(C)cc(C(F)(F)F)n2)c(C#N)c1C across the screens: -2%, ?, 2.2µM*, nt, -5%, 10%, -12%, -12%
# CCCOc1ccc(C(=O)NCC(c2cccs2)N(C)C)cc1OC (stereo not given) across the screens: 4%, 2%, -8%, -4%, 4%, -1%, 7%, 3%

# Next part:
SMILES,TR SRC2 fluor cs,Tau fibril ThT,ALDH1A1 inh,L3MBTL1 inh,TRb-SRC2 inh,aGal spleen mod,Tau FP inhib,Tau fluor counter
COc1cccc(-c2nnc(NC(=O)c3ccc(S(=O)(=O)N(CC(C)C)CC(C)C)cc3)o2)c1,2%,-12%,-1%,-1%,-4%,8%,-6%,-17%
COc1ccc(N2C(=O)C(F)(F)C2c2cccc(F)c2)cc1 (stereo not given),-2%,0%,1%,22%,-1%,1%,4%,-4%
COc1ccc(OC)c(S(=O)(=O)n2nc(-c3ccccc3)cc2N)c1,-2%,-1%,3%,nt,0%,4%,-3%,?
CC1=C(C(=O)Nc2ccccc2)C(CC(C)C)n2nc(SCc3ccccc3C)nc2N1 (stereo not given),0%,-4%,nt,nt,-7%,nt,-7%,-6%
CCOC(=O)c1sc(NC(=O)c2ccc(S(=O)(=O)N3CCOCC3)cc2)nc1-c1ccccc1,2%,-4%,343%[activator],-7%,-21%,1%,?,?
O=C(C[n+]1cccc(CNC(=O)c2ccc(OC(F)F)cc2)c1)Nc1ccccc1Cl,2%,3%,2%,1%,-14%,2%,1%,-3%
CCOC(=O)c1c(NC(=O)Cn2c(C)nc3ccccc32)sc2c1CCC2,1%,-10%,-4%,-2%,-2%,4%,-4%,-1%
COc1ccc(/C=N/NC(=O)c2ccccc2Cl)cc1CSc1nc2ccccc2s1,-3%,-5%,?,nt,-5%,6%,?,-30%
CCOc1ccccc1NC(=O)N1CCc2cc(S(=O)(=O)N3CCC(C)CC3)ccc21,-2%,3%,nt,nt,1%,nt,-2%,-7%

# Source: PubChem BioAssay
